Compound activity from PubChem BioAssay.
TLR4-MyD88 inh = blocks binding of human TLR4 to MyD88; Cell-based TLR4-MyD88 binding inhibition assay; actives 0.06% (n = 16,000); O00206; inhibition, % at 10 µM; AID 811; in the data active means inhibition above about 45%
Nox1 inhibitor = blocks human NADPH oxidase 1 activity; inhibition, % at 6.7 µM; Q9Y5S8; actives 0.81% (n = 16,000); HT29 cells, luminol chemiluminescence ROS; AID 1792
rat GALR2 ag = GALR2 (rat) receptor agonism. activation, % at 10 µM. actives 0.5% (n = 16,000). AID 833. cell-based GALR2 agonist screen; in the data active means activation above about 15%
luminol inh ctr = counter-screen for Nox1 inhibitors: inhibitors of luminol chemiluminescence | actives 0.4% (n = 16,000) | inhibition, % at 6.7 µM | HRP/luminol/H2O2 chemiluminescence counterscreen | AID 1823; further: reference of the scale not given here
OPRK1 antag MB = blocks the human kappa opioid receptor, Maybridge compounds. OPRK1 cells, antagonist mode, fluorescence readout. actives 0.4% (n = 16,000). P41145. inhibition, % at 9 µM. AID 652031; in the data active means inhibition above about 50%
Target sequence (P41145 whole entry, looked up): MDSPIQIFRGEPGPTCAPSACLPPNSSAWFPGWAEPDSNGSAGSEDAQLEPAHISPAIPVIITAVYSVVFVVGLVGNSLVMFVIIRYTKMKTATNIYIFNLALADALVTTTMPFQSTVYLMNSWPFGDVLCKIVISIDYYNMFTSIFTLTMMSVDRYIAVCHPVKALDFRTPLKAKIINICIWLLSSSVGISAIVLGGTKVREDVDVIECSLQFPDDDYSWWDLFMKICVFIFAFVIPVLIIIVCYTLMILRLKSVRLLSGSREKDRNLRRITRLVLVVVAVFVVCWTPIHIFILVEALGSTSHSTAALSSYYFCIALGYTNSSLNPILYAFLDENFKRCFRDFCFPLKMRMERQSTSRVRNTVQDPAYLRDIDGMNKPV
PME-1 Maybridge = PME-1 (human) inhibition, Maybridge primary screen; actives 0.5% (n = 16,000); inhibition, % at 9 µM; recombinant PME-1, FP-Rh probe fluorescence polarization; in the data active means inhibition above about 30%
NOTCH agonist = NOTCH pathway agonism; NOTCH signaling luciferase reporter cells, luminescence; activation, % at 2.5 µM; actives 0.4% (n = 15,000); in the data active means activation above about 2.2%
S1P1 agonist = S1P1 (human) receptor agonism; AID 1044; activation, % at 4.5 µM; actives 1.5% (n = 16,000); S1P1 agonist cell-based reporter assay; in the data active means activation above about 80%
Target sequence (P21453 whole entry, looked up): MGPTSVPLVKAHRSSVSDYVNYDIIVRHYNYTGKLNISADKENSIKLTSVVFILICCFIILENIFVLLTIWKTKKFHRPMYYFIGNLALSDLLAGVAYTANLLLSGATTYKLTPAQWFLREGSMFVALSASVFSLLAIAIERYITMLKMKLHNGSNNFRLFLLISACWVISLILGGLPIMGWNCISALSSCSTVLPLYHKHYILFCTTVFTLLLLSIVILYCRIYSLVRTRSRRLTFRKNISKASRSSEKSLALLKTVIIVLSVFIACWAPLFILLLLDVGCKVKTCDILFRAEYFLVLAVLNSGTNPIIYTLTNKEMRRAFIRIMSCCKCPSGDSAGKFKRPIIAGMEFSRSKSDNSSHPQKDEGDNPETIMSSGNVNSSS
Numbers without * were called inactive; · = no result given. Unless noted, no stated cut-off is given here; in the data, active means inhibition above about 75%; inactive means the rest.

Second line of a record – TLR4-MyD88 inh, Nox1 inhibitor, rat GALR2 ag, luminol inh ctr, OPRK1 antag MB, PME-1 Maybridge, NOTCH agonist, S1P1 agonist
(1) OCCN1CCN(c2nccc(C(F)(F)F)n2)CC1
→ 2, 15, -1, -3, 19, 4, 0.7, 53
(2) Cc1cc(C(=O)NCC2COc3ccccc3O2)nn1C (stereo unspecified)
→ 19, -44, -5, 3, 25, -2, -0.2, -6
(3) Cc1nc(C(F)(F)F)c(C(=O)O/N=C(\N)c2cccc(C(F)(F)F)c2)s1
→ 1, -43, -8, 3, -5, -6, -0.2, 99*
(4) Cc1ccc(Nc2n[nH]c(=S)s2)cc1
→ -4, 43, -7, 2, 3, -2, 0.1, -14
(5) CC/C(=N\NS(=O)(=O)c1ccc(C)cc1)c1ccco1
→ 5, -2, -8, 11, 2, -1, 0.7, 1
(6) CN(C)c1cccc2c(S(=O)(=O)NN)cccc12
→ 11, -50, 0, 0, 4, -2, -0.9, -15
(7) CCCc1cnc(Oc2ncnc3cc(Cl)ccc23)nc1
→ -2, -38, -4, 0, 17, 4, -0.6, -12
(8) CCOC(=O)c1ccc(NC(=S)NC)cc1
→ -7, -24, -4, -2, -15, 5, 2.9*, -11
(9) COCc1cc(=O)[nH]c(SCCS(=O)(=O)c2ccc(Cl)cc2Cl)n1
→ 1, -31, -4, 9, 23, 0, -0.5, 34
(10) O=S(=O)(Nc1nc(SCc2ccc(Cl)cc2)n[nH]1)c1ccc2c(c1)CCO2
→ 4, 18, -6, -2, -10, 2, 0.7, 18

Record cards, from the list above. Values in the order: TLR4-MyD88 inh, Nox1 inhibitor, rat GALR2 ag, luminol inh ctr, OPRK1 antag MB, PME-1 Maybridge, NOTCH agonist, S1P1 agonist
Listed for `CN(C)c1cccc2c(S(=O)(=O)NN)cccc12` = 11, -50, 0, 0, 4, -2, -0.9, -15
Listed for `Cc1nc(C(F)(F)F)c(C(=O)O/N=C(\N)c2cccc(C(F)(F)F)c2)s1` = 1, -43, -8, 3, -5, -6, -0.2, 99*
Listed for `Cc1ccc(Nc2n[nH]c(=S)s2)cc1` = -4, 43, -7, 2, 3, -2, 0.1, -14
Listed for `CCCc1cnc(Oc2ncnc3cc(Cl)ccc23)nc1` = -2, -38, -4, 0, 17, 4, -0.6, -12
Listed for `O=S(=O)(Nc1nc(SCc2ccc(Cl)cc2)n[nH]1)c1ccc2c(c1)CCO2` = 4, 18, -6, -2, -10, 2, 0.7, 18

Some of the entries above in another layout.
6) CN(C)c1cccc2c(S(=O)(=O)NN)cccc12
7) CCCc1cnc(Oc2ncnc3cc(Cl)ccc23)nc1

| assay / entry | 6 | 7 |
| --- | --- | --- |
| TLR4-MyD88 inh | 11 | -2 |
| Nox1 inhibitor | -50 | -38 |
| rat GALR2 ag | 0 | -4 |
| luminol inh ctr | 0 | 0 |
| OPRK1 antag MB | 4 | 17 |
| PME-1 Maybridge | -2 | 4 |
| NOTCH agonist | -0.9 | -0.6 |
| S1P1 agonist | -15 | -12 |

Going on with the list.
Second line of a record – TLR4-MyD88 inh, Nox1 inhibitor, rat GALR2 ag, luminol inh ctr, OPRK1 antag MB, PME-1 Maybridge, NOTCH agonist, S1P1 agonist
(11) COc1ccc(C2Nc3n[nH]c(C)c3C3=C2C(=O)CC(C)(C)C3)cc1 (stereo unspecified)
→ 0, -32, -7, 11, 14, 4, ·, -21
(12) Cc1nc(/C(N)=N/OC(=O)c2c(-c3ccccc3)noc2C)cs1
→ 1, -32, -6, -2, -6, 3, 0.5, -10
(13) CSc1sc(C(N)=S)c(C)c1C(C)=O
→ 2, -21, -7, -2, 10, -2, 0.4, 29
(14) O=C(N[C@@H](Cc1ccc(O)cc1)C(=O)O)OCc1ccccc1
→ 4, -6, -5, -4, -4, 2, 0.0, -3
(15) CC1(C)OC(=O)C(=Cc2cccn2-c2ccc(C(F)(F)F)cc2)C(=O)O1
→ 4, -42, -6, 5, -8, 0, ·, 8
(16) Cc1cc([N+](=O)[O-])ccc1N1CCCC1
→ -2, -8, -8, 13, -3, 0, -0.3, -5
(17) Cc1cc(C)c(NC(=O)CS(=O)(=O)Cc2c(F)cccc2Cl)c(C)c1
→ 4, -11, -4, 5, -16, 2, -0.8, 19
(18) Cc1nc(C)c(-c2ccn(S(=O)(=O)c3cc(C(F)(F)F)cc(C(F)(F)F)c3)n2)o1
→ -7, -2, -7, -4, -5, 8, 1.1, 3
(19) Cc1ccc(S(=O)(=O)N/N=C/c2ccc3c(c2)OCO3)cc1
→ 8, -14, -3, 16, 11, 0, -0.5, -3
(20) COc1ccc(/C=C2\CC/C(=C\c3ccc(OC)c(OC)c3)C2=O)cc1OC
→ -4, 8, -9, 6, 7, 19, -0.8, 2

(listing goes on)
Second line of a record – TLR4-MyD88 inh, Nox1 inhibitor, rat GALR2 ag, luminol inh ctr, OPRK1 antag MB, PME-1 Maybridge, NOTCH agonist, S1P1 agonist
(21) O=C1C2CC=CCC2C(=O)N1c1cccc(N2C(=O)C3CC=CCC3C2=O)n1 (stereo unspecified)
→ 8, -32, -6, -2, -19, 6, -0.3, -9
(22) CCO/C(C)=C1/SC(=S)NC1=O
→ 2, -72, -5, 6, -1, -2, -0.1, -4
(23) Cc1cc(N/N=C/c2ccncc2)c([N+](=O)[O-])cc1[N+](=O)[O-]
→ -4, -29, -5, 6, -11, 1, -0.3, -10
(24) CC1=NN(C)C(=O)/C1=N\OC(=O)c1c(-c2c(Cl)cccc2Cl)noc1C
→ -2, -29, -5, -2, 5, 3, -0.7, 3
(25) CCOC(=O)c1cnc(N2CCOCC2)nc1N
→ -4, -10, -2, -3, -13, -2, 0.3, -7
(26) CCCCNC(=O)O/N=C(\N)CS(=O)(=O)C(C)(C)C
→ 7, -88, -3, 2, 9, -3, -0.6, 0
(27) CCOC(=O)c1ccc(NC(=S)NC(C)c2ccc(Cl)cc2)cc1 (stereo unspecified)
→ 3, 31, -4, -5, 18, -99, -5.8, 0
(28) CCc1cc(C(=O)c2ccc(OC)cc2)c(NC(=O)c2ccc(C(F)(F)F)cc2)s1
→ 4, -1, -7, -5, 16, 1, -0.4, 2
(29) O=C(O)c1nccnc1C(=O)Nc1cc(C(F)(F)F)ccc1N1CCCC1
→ 10, -14, -6, 5, -3, -4, -0.2, 26
(30) CN(C)c1nc2c(N)ncnc2n1[C@H]1O[C@@H](CO)[C@H](O)[C@@H]1O
→ 3, 15, -2, 0, 3, 3, 0.5, -11

(cont.)
Second line of a record – TLR4-MyD88 inh, Nox1 inhibitor, rat GALR2 ag, luminol inh ctr, OPRK1 antag MB, PME-1 Maybridge, NOTCH agonist, S1P1 agonist
(31) CC(=O)OC1=CCC2C3CC[C@@]4(C)CC(OC(C)=O)CCC4(C)C3C(OC(C)=O)CC12C (stereo partly specified)
→ 5, 10, -5, 1, 5, -7, -0.1, -4
(32) N#C/C(=C\N1CCN(c2ccccc2)CC1)S(=O)(=O)c1ccccn1
→ 0, -22, -7, -3, 6, 4, 0.1, -4
(33) COc1ccc(C(C(C)=O)C(C)=O)c(C(=O)O)c1
→ -5, -27, -5, 0, 15, 2, 0.1, -11
(34) CCOC(=O)c1nc(C)sc1-c1ccn[nH]1
→ -1, 25, -3, -5, 0, 0, 0.0, 1
(35) Cc1c(Cl)cccc1NC(=S)N1CCN(c2ccc([N+](=O)[O-])cn2)CC1
→ -3, 14, -1, -4, -11, -2, ·, 12
(36) O=C(O)c1cc2sccc2s1
→ 8, -27, -4, 1, 8, 2, 0.1, 6
(37) Cc1nc(-c2ccc3c(c2)OCCCO3)cs1
→ -12, 18, -8, -5, -1, 3, -0.1, -1
(38) CN(C)/C=C1\CCCc2ccccc2C1=O
→ 9, -62, -4, 3, 19, -4, -0.3, 10
(39) NC(N)=NC(N)=Nc1ccccc1
→ -3, -30, -4, 4, 14, -1, -0.1, -19
(40) CC(C)(C)NC(=O)NCC1CCCC1NC(=O)NC(C)(C)C (stereo unspecified)
→ 2, -25, -9, 2, -6, -3, -0.6, -5

Next part
| item | canonical_smiles | TLR4-MyD88 inh | Nox1 inhibitor | rat GALR2 ag | luminol inh ctr | OPRK1 antag MB | PME-1 Maybridge | NOTCH agonist | S1P1 agonist |
| --- | --- | --- | --- | --- | --- | --- | --- | --- | --- |
| 41 | CC12CCC(C(=O)N3CCSCC3)(OC1=O)C2(C)C (stereo unspecified) | 7 | 14 | -4 | -7 | 19 | 8 | 1.0 | -1 |
| 42 | O=C(NC(=S)N1CCN(C(=S)NC(=O)c2ccccc2)CC1)c1ccccc1 | 0 | -53 | -3 | 0 | -9 | -2 | -0.6 | -2 |
| 43 | CCOC(CC(=O)NNS(=O)(=O)c1ccc(Cl)cc1)OCC | 7 | 1 | -5 | 11 | -11 | -2 | 0.2 | 3 |
| 44 | Clc1ccc2nc3c(nc2c1)Nc1ccccc1S3 | 43 | 20 | -14 | 2 | 90* | 9 | · | 64 |
| 45 | Cc1ccc(N(C)NC(=O)NC(=O)c2c(F)cccc2Cl)nn1 | 3 | -57 | -7 | 2 | 19 | 2 | 0.1 | -9 |
| 46 | Fc1ccc(Cn2nnc(-c3ccc(Cl)cc3)n2)cc1 | 1 | 18 | -4 | -3 | 4 | 4 | -0.1 | -6 |
| 47 | O=C(CN1CCN(Cc2ccccc2)CC1)N1CCN(c2ccccn2)CC1 | 0 | -2 | -9 | 2 | 2 | 1 | · | -19 |
| 48 | Cc1ccc(S(=O)(=O)NC(=O)NC2CCCc3ccccc32)cc1 (stereo unspecified) | -4 | 2 | -5 | 1 | -10 | 3 | -0.5 | 9 |
| 49 | O=C1C(Cl)=C(Sc2ccccc2Br)C(=O)c2ccccc21 | -1 | 10 | -8 | 3 | 6 | 11 | 0.0 | 6 |
| 50 | COc1ccc(C(C)=O)cc1CSC(=N)N | -2 | -50 | -3 | 0 | 18 | 3 | -0.5 | -12 |
| 51 | CC(C)(C)NC(=S)Nc1ccc(C(F)(F)F)cc1[N+](=O)[O-] | 5 | -6 | -8 | 20 | -6 | 7 | -0.9 | 19 |
| 52 | CCOC(=O)Cc1csc(NC(NC(=O)OCC)(C(F)(F)F)C(F)(F)F)n1 | -9 | -18 | -8 | 7 | 9 | 4 | · | -11 |
| 53 | COC(=O)c1c([N+](=O)[O-])c(C)nn1C | 6 | -6 | -4 | 2 | 17 | -3 | -0.2 | -7 |
| 54 | COC(=S)Nc1cccc(C(F)(F)F)c1 | 7 | -53 | -6 | -3 | 1 | 1 | -0.5 | -7 |
| 55 | O=C(NNc1ccc(C(F)(F)F)cn1)c1ccccc1Cl | 5 | 41 | -4 | 35 | 5 | 7 | -0.2 | -1 |
| 56 | Cc1ccc(Cl)cc1NCN1C(=O)CNC1=S | 0 | -84 | 1 | 13 | -1 | 1 | 0.3 | -8 |
| 57 | Cc1noc(C)c1C(=O)Nc1ccc2c(c1)C(=O)OC2 | 7 | -23 | -6 | -2 | 4 | -4 | -0.1 | 10 |
| 58 | NS(=O)(=O)c1ccc(-n2ncc3ccccc3c2=O)cc1 | -12 | 13 | -5 | -2 | -5 | 5 | -0.5 | 4 |
| 59 | O=C(O)COCC(=O)Nc1nnc(C2CC2)s1 | 13 | -29 | -5 | -3 | 3 | 3 | 1.2 | -6 |
| 60 | CCCCCCC#Cc1cncc(C(=O)Nc2ccc(F)cc2F)c1 | · | -8 | -5 | -1 | -10 | 1 | 0.4 | 8 |

Continued.
| item | canonical_smiles | TLR4-MyD88 inh | Nox1 inhibitor | rat GALR2 ag | luminol inh ctr | OPRK1 antag MB | PME-1 Maybridge | NOTCH agonist | S1P1 agonist |
| --- | --- | --- | --- | --- | --- | --- | --- | --- | --- |
| 61 | O=[N+]([O-])CC(c1ccccc1)c1c[nH]c2ccccc12 (stereo unspecified) | 8 | -33 | -7 | 5 | -6 | -1 | -0.5 | 30 |
| 62 | O=C(O)CSCC(=O)Nc1nnc(C2CC2)s1 | 12 | -93 | -2 | 0 | -15 | 4 | -0.3 | -21 |
| 63 | CCOC(=O)c1cnc2c(c(C)nn2C)c1NCc1ccco1 | -3 | -17 | -2 | 2 | 7 | 1 | -0.8 | -43 |
| 64 | O=C(O)CC(NC(=O)Nc1ccccc1)c1ccsc1 (stereo unspecified) | -2 | -23 | -6 | 0 | -1 | 5 | -0.7 | -6 |
| 65 | COC(=O)c1ccc(S(=O)(=O)Nc2ccc(N3CCOCC3)cc2)n1C | -3 | 91* | -7 | 40 | 4 | 1 | 0.1 | 4 |
| 66 | CCCc1[nH]n(C)c(=O)c1C(=O)c1cc2ccccc2s1 | -8 | -6 | -7 | 8 | -2 | 5 | -0.6 | -2 |
| 67 | COc1cc([N+](=O)[O-])c(OC)cc1SCC(=O)NNS(=O)(=O)c1ccc(C)cc1 | 5 | -7 | -3 | -2 | 18 | 3 | -0.4 | -1 |
| 68 | FC(F)(F)c1ccc(SCc2ccc(-c3ncns3)cc2)nc1 | -57 | -45 | -7 | 0 | -9 | -1 | -0.2 | 27 |
| 69 | CNC(=O)NCc1c(N(C)C)cccc1N(C)C | 2 | -20 | -4 | 2 | 11 | 4 | -0.4 | -3 |
| 70 | CC(=O)c1cc2ccccc2o1 | -2 | -28 | -6 | 3 | -4 | -1 | 0.2 | -20 |
